# RGS7-Gao: modulates binding of RGS7 to human Galphao; P09471; 220,000 compounds, 0.35% hits; binding response (% of control), % at 10 µM; AID 1439; Multiplexed bead flow cytometry; actives lie on both sides; in the data active = binding response below about 49% or above about 150%; inconclusive = no clear call, values can overlap the other calls; inactive = in between;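 also: fluorescent Galphao held in activated GDP-AlF4 state binding bead-coupled RGS7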
# GSH bead fluor: compound fluoresces at 488/530 nm on GSH beads | fluorescence (KMESF) at 10 µM | 190,000 compounds, 0.25% hits | GSH beads flow cytometry, compound fluorescence 488/530 nm; stronger effect = higher value | AID 1776; in the data active = fluorescence above about 89;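 also: glutathione beads carrying GST-tagged Bcl family fusion proteins plus one bare bead set; values are compound well signal with DMSO vehicle wells as background; inactives centre near 16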
# Bim-Bfl-1: human Bim-Bfl-1 interaction inhibition. Q16548. Bead-based flow cytometry, Bim-Bfl-1 binding inhibition. inhibition, % at 10 µM. 190,000 compounds, 0.12% hits. AID 1008;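 also: 0% = wells without compound plus tracer and 100% = blocker peptide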
# RGS4-Gao reg: human RGS4-Galphao interaction regulation. 220,000 compounds, 0.33% hits. Multiplexed bead flow cytometry, RGS4-Galphao binding; actives lie on both sides. AID 1415. P09471. binding response (% of control), % at 10 µM; in the data active = binding response below about 49% or above about 150%; inactive = in between;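 also: fluorescent Galphao activated with aluminum fluoride binding bead-coupled RGS4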
# ABCG2 block: inhibitors of human ABCG2 transporter, ABCB1 counter-screen | IgMXP3 cells, JC-1 efflux, flow cytometry | 190,000 compounds, 0.1% hits | AID 1325 | inhibition, % at 6.6 µM;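 active = inhibition above 80%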;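 also: 0% = DMSO and 100% = nicardipine control wells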
# Target sequence (Q9UNQ0 whole entry, looked up): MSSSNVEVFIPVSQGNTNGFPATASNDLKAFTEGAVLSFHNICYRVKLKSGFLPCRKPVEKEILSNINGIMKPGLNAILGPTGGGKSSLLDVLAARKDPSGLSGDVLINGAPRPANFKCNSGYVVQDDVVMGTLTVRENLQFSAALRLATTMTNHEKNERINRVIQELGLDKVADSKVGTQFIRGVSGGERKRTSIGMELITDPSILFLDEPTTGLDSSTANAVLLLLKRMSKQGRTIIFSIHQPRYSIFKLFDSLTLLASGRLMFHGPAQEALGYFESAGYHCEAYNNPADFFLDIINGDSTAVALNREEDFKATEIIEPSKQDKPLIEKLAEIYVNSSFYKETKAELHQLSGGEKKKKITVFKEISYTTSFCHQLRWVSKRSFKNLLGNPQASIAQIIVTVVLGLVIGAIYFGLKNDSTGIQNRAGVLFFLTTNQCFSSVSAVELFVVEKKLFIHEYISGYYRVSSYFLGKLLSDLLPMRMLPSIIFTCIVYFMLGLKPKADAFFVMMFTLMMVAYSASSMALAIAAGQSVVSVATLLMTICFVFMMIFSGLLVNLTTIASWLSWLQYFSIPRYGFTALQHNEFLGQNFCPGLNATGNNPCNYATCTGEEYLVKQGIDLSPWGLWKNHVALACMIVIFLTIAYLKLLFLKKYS
#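 material = IgMXP3 (ABCG2) plus far-red-tagged CCRF-Adr (ABCB1) cells | amount = 3 million cells/mL, equal mix of both lines | also added = JC-1 transporter substrate | dosing = one concentration, 6.6 µM final | schedule = 10 min at 25 °C | measured by = flow cytometric JC-1 green MFI at 530 nm | read-out basis = percent efflux inhibition, scaled nicardipine 100% to DMSO 0%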
# Bcl-XL Bim block: disrupts Bim peptide binding to human Bcl-XL; Q07817; bead flow cytometry, fluorescence; 190,000 compounds, 0.04% hits; inhibition, % at 10 µM; AID 1007
# Bim-Bcl-B: disrupts Bim peptide binding to human Bcl-B; bead-based flow cytometry; inhibition, % at 10 µM; Q9HD36; AID 951; 190,000 compounds, 0.073% hits;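 also: 0% = tracer peptide without compound and 100% = reference inhibitor peptide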
# Target sequence (Q9HD36 whole entry, looked up): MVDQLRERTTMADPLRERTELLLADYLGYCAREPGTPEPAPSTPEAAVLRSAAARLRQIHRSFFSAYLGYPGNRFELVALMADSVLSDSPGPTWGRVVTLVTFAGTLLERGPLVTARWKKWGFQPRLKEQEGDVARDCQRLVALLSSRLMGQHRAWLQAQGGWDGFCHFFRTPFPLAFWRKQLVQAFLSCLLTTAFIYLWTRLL
# Bcl-W Bim block: inhibitors of Bim-Bcl-W interaction, human; AID 952; bead-based flow cytometry, Bim peptide-Bcl-W binding; Q92843; inhibition, % at 10 µM; 190,000 compounds, 0.02% hits;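 also: 0% = bound tracer without compound and 100% = peptide blocker; higher means less fluorescent Bim peptide bound to Bcl-W beads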
# Target sequence (Q92843 whole entry, looked up): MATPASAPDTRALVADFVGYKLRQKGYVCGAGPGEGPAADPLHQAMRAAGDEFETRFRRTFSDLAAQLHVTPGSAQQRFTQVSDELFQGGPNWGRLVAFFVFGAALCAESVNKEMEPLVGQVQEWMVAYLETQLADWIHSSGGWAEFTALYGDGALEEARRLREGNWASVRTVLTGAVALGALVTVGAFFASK
# RGS8-Gao: modulates binding of RGS8 to human Galphao | P09471 | multiplexed bead flow cytometry; actives lie on both sides | response (percent of control binding), % at 10 µM | 220,000 compounds, 0.34% hits | AID 1423; in the data active = response below about 60% or above about 140%; inactive = in between;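 also: Galphao activated as the GDP aluminium fluoride complex binding bead-coupled RGS8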
# ABCB1 block: blocks JC-1 efflux by human ABCB1 transporter; P08183; CCRF-Adr cells, flow cytometry; inhibition, % at 6.6 µM; 190,000 compounds, 0.067% hits; AID 1326; in the data active = inhibition above about 40%;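 also: 0% = vehicle and 100% = reference inhibitor; higher value means more JC-1 retained so stronger ABCB1 efflux block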
# Bcl-2 Bim block: human Bim-Bcl-2 interaction inhibition | P10415 | Bead-based flow cytometry, Bim peptide-Bcl-2 binding | inhibition, % at 10 µM | 190,000 compounds, 0.06% hits; in the data active = inhibition above about 40%; inconclusive = no clear call, values can overlap the other calls;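 also: 0% = no compound wells with probe peptide and 100% = reference peptide inhibitor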
# An asterisk follows results filed as active; ? = inconclusive. Rule as the data show it, unless noted: active = inhibition above about 40%.
SMILES,RGS7-Gao,GSH bead fluor,Bim-Bfl-1,RGS4-Gao reg,ABCG2 block,Bcl-XL Bim block,Bim-Bcl-B,Bcl-W Bim block,RGS8-Gao,ABCB1 block,Bcl-2 Bim block
CCOC(=O)NC(NCC(O)c1ccccc1)(C(F)(F)F)C(F)(F)F (configuration not stated),101,46,-6,99,1,8,-6,4,100,-0.1,-6
Cc1ccc(NC(=O)NC(=S)NC(=O)c2ccccc2)cc1,100,19,7,101,-1,-6,-1,-7,115,-0.9,2
O=C(O)CNC(=S)N(Cc1ccccc1)Cc1cccnc1,?,15,-4,99,17,-6,-12,-2,100,1.1,-1
CCOc1ccc(C(=O)Nc2ccc3c(c2)OCO3)cc1OCC,102,29,-18,98,16,-3,-17,-4,99,0.4,-12
Cc1cc(NC(=S)NC(=O)c2ccccc2)ccc1-c1cc2ccccc2oc1=O,101,6,-1,100,3,-4,-9,-4,101,0.5,-1
CCCCCc1c2c(cc(O)c1C(=O)O)OC(=O)c1c(cc(OC)cc1C(=O)CCCC)O2,100,19,-6,103,-3,-5,-2,-4,101,-1.6,-8
COc1nc(N(C)C)nc(N(C#N)CCOC(C)=O)n1,97,10,-3,95,1,0,-1,-1,97,0.2,-2
O=C(COc1ccc(Cl)cc1)N1CCN(C(=O)c2cccs2)CC1,93,7,-3,93,6,0,0,0,97,0.3,0
CCOc1ccccc1NC(=O)CCc1ccc(C)o1,97,17,0,99,6,2,0,-2,103,0.7,0
Cn1c(=O)c2c(nc(NCc3ccccc3)n2CCCc2ccccc2)n(C)c1=O,103,26,-15,101,13,-8,-9,0,102,1.5,-10
CN(C)CCn1c(C(=O)O)cc2ccccc21,101,13,-11,100,0,-5,-9,2,103,0.1,-7
CC(=O)Oc1ccc2ccccc2c1C(NC(=O)Cc1ccccc1)c1ccccc1Cl (configuration not stated),99,21,-2,100,0,2,1,-1,99,0.2,0
O=C1CC(c2ccsc2)c2cc3c(cc2N1)OCCO3 (configuration not stated),100,16,-10,100,3,-3,-2,-1,100,0.6,-5
CCOC(=O)c1cnn(-c2ccccc2)c1NC(=O)C(F)(F)C(F)(F)C(F)(F)F,92,56,-10,94,0,0,-2,7,94,0.5,0
Cc1ccc(N2CCN(S(=O)(=O)N3CCOCC3)CC2)cc1C,99,16,-3,103,1,-2,-1,2,101,0.2,-4
CC(OC(=O)c1cccn1C)C(=O)Nc1ccc2c(c1)OCO2 (configuration not stated),102,58,-9,101,0,0,-5,0,104,-0.5,-3
CC1CCCCN1c1ccc(N)cc1C(N)=O (configuration not stated),100,13,-3,96,1,-1,-1,-5,98,0.9,-4
COC(=O)CSc1nnc(CNc2ccc(F)cc2)o1,102,18,0,103,6,-13,-2,-7,100,1.0,2
c1cc(-c2nnc(-c3ccncc3)o2)ccn1,99,68,-4,105,1,-15,0,0,103,0.2,-5
Cc1ccc(C)c(NC(=S)NNC(=O)c2cc3c(s2)CCC(C)C3)c1 (configuration not stated),103,13,-3,100,1,-8,-3,-4,101,0.1,-4
CCCNC(=O)Cn1c(-c2ccc(F)cc2)cc(C(=O)OCC)c1C,100,12,-6,100,8,-4,-3,-2,99,1.7,-6
CCN(CC)CCNC(=O)Cn1cnc2sc(C)c(S(=O)(=O)N3CCOCC3)c2c1=O,103,18,-14,103,17,-4,-1,1,103,2.0,-5
CC1CCCCN1C(=O)Cn1nnc(-c2cccnc2)n1 (configuration not stated),100,22,-16,103,9,-3,-7,1,104,0.8,-10
Cc1ccccc1NS(=O)(=O)c1ccc(OCC(=O)NCc2ccco2)cc1,100,24,-11,102,1,-4,-9,0,102,0.3,-9
O=C(COC(=O)c1cncc(Br)c1)NC1CCCCCC1,91,17,-3,94,2,-2,-5,-4,95,0.0,-1
Cc1nonc1OCC(C)(COc1nonc1C)NC(=O)c1ccc(Cl)cc1,100,13,-2,99,7,0,-5,3,103,1.0,-3
CC(=O)Nc1ccc2[nH]c3ccccc3c2c1,98,14,-6,98,0,-8,-9,-4,100,0.0,-5
Nc1c(C(=O)Nc2ccc(Cl)cc2)oc2ccccc12,98,23,-8,100,-1,-1,-7,-2,100,-0.4,-6
O=C(CCN1C(=O)c2ccccc2C1=O)Nc1ccc(-c2nc3ccccc3o2)cc1,94,14,0,100,2,-1,-2,0,98,0.5,0
COCc1[nH]nc2c1C1(C(=O)Nc3ccc(F)cc31)C(C#N)=C(N)O2 (configuration not stated),94,5,-7,95,0,-5,-6,-3,95,0.2,-5
CCCC(=O)NNc1cc(=O)c2c(=O)n(C)c(=O)n(C)c2[nH]1,99,36,-18,103,13,-5,-11,-1,102,0.6,-11
CC(C)CN(C(=O)CSc1nncn1-c1ccccc1)c1c(N)n(CC(C)C)c(=O)[nH]c1=O,103,67,4,100,2,-4,-2,-3,99,0.5,0
O=C(Nc1nnc(-c2cccs2)s1)C1CC1,105,14,-5,98,6,-3,-17,-2,96,0.0,-4
O=c1c2cc(Cl)ccc2[nH]c(=S)n1Cc1ccco1,100,45,-6,100,4,4,-14,0,100,-0.8,-4
Cc1ccc(C)c(NCC(=O)NNC(=S)Nc2ccccc2)c1,95,21,11,100,-2,-2,-16,3,92,-0.8,0
CSc1ccccc1NC(=O)CN(C)CC(=O)Nc1ccccc1F,99,5,-2,101,2,-4,-3,-2,103,0.5,0
Cc1ccc(-c2nnn(CC(=O)O)n2)cc1,106,30,-11,104,3,-5,-5,-1,104,0.6,-3
Cc1ccc(C)c(N(CC(=O)NC2CCCC2)C(=O)c2cc3cc4cc(C)ccc4nc3s2)c1,101,9,4,97,6,-1,18,6,100,-5.8,14
CCN(CC)S(=O)(=O)c1ccc(C(=O)NCCc2ccccn2)cc1,107,12,-6,113,0,-6,-4,-5,108,-0.3,-2
Cc1nonc1OCC(C)(COc1nonc1C)NC(=O)c1ccccc1,109,11,-4,103,1,-5,-3,-6,105,0.4,-3
Cc1ccc(NC2=C/C(=N/S(=O)(=O)c3cccs3)c3ccccc3C2=O)cc1,101,10,0,98,-3,-6,-4,-6,107,-0.3,-3
CCCNc1nc2c(c(=O)[nH]c(=O)n2C)n1Cc1cccc(Br)c1,101,5,-9,101,0,2,-3,7,101,-0.1,-1
Cc1cccc(C(=O)Oc2ccccc2C2C[C@]3(C)CC(=O)NC3N2C(=O)c2cccc(C)c2)c1 (some centres not stated),83,30,-8,81,1,5,-5,3,87,3.7,-7
CCn1ccnc1CN1CCCC(CO)(Cc2cccc(OC)c2)C1 (configuration not stated),?,12,-5,102,1,0,-1,0,102,0.8,-3
COc1ccccc1S(=O)(=O)Cc1ccc(C(=O)N2CCN(c3ccccn3)CC2)o1,101,13,1,97,0,1,0,0,97,0.5,5
COc1cc(-c2nc(C)c(C(C)=O)n2O)ccc1OCC(=O)Nc1ccc(Cl)cc1,97,19,12,99,8,-13,-37,-7,94,0.1,-1
CCOC(=O)CSc1nnc(Cn2nnc(-c3ccccc3)n2)n1C,97,22,-12,99,4,-4,-3,0,101,0.7,-6
Cc1ccccc1-c1ccc(Nc2ccc(N3CCOCC3)cc2)nn1,83,15,-8,86,2,-4,11,3,93,0.5,-4
CCOc1ccc2c(C)nc(NC3=NC(C)(C)C=C(C)N3)nc2c1,98,28,0,102,16,-4,-5,-3,100,1.1,0
Cc1ccc(C2CC(=O)Nc3sc(C(N)=O)c(N)c32)cc1 (configuration not stated),101,27,-16,104,2,-6,-11,-2,102,0.0,-12
CCS(=O)(=O)N1CCCC(c2nc(-c3cccc(OC)c3)no2)C1 (configuration not stated),99,17,0,100,4,-2,0,0,101,1.0,-3
COc1ccc(-c2nc(SCC(=O)Nc3cc(C)on3)n[nH]2)cc1,102,9,-12,104,0,2,-4,2,106,-0.1,-7
COc1ccc2c(c1OC)C(=O)c1ccccc1C2=O,97,44,-7,100,12,-9,-3,4,98,0.1,-5
Cc1ccc(C(=O)CNc2cccc([N+](=O)[O-])c2)cc1,103,9,-8,99,3,-2,-4,-1,102,0.2,0
CC(=O)c1ccc(N2CCN(C(=O)CCCn3c(=O)[nH]c4ccccc4c3=O)CC2)cc1,105,14,2,104,3,-3,-4,-6,100,0.1,-1
CN(CC(N)=O)S(=O)(=O)c1ccc(F)cc1,105,14,-1,105,0,0,0,0,99,-0.1,0
O=C(CCc1nc(-c2ccccc2F)no1)NCc1ccco1,101,45,-11,103,6,-15,-6,1,98,0.2,-8
CC(=O)N1CCc2cc(S(=O)(=O)CCC(=O)NCc3ccc4c(c3)OCO4)ccc21,98,15,-8,95,4,-2,-6,0,97,1.0,-5
O=[N+]([O-])c1ccc2c(c1)[nH]c(=S)n2-c1ccccc1,124,17,32,101,-2,-16,-66,-10,87,-0.9,-1
O=C(OC1CCOC1=O)c1cncc(Br)c1 (configuration not stated),103,28,-14,107,1,-6,-9,-2,101,0.1,-10

# The listing continues:
SMILES,RGS7-Gao,GSH bead fluor,Bim-Bfl-1,RGS4-Gao reg,ABCG2 block,Bcl-XL Bim block,Bim-Bcl-B,Bcl-W Bim block,RGS8-Gao,ABCB1 block,Bcl-2 Bim block
CC12CCC(C(=O)N3CCN(c4ccccc4)CC3)(CC1=O)C2(C)C (configuration not stated),99,37,0,98,2,-2,2,-1,96,2.3,-5
Cc1c(-c2ccccc2)sc(Br)c1C(=O)N1CCOCC1,102,11,0,107,3,2,0,0,101,1.1,3
COc1cc(NC(=O)C23CC4CC(C2)CC(n2cnc([N+](=O)[O-])n2)(C4)C3)cc(OC)c1,100,10,6,101,10,-1,0,-3,107,3.3,0
CCN(Cc1cc(=O)n2cc(Cl)c(C)c(Cl)c2n1)Cc1nc2ccccc2c(=O)[nH]1,96,12,-4,101,4,-1,-1,-1,101,4.3,-4
O=C1N(Cc2ccc3c(c2)OCO3)c2ccccc2C1(O)c1c[nH]c2ccccc12 (configuration not stated),99,29,-3,100,-4,0,-1,0,98,-5.1,0
O=C(Nc1ccc(Cl)cc1)N(CCCN1CCOCC1)Cc1cccs1,101,22,-8,101,8,-1,-4,1,104,0.3,-7
O=C(NCCc1ccccc1)c1ccc(OCCOc2ccccc2)cc1,99,15,-3,98,6,-3,-2,-1,92,0.8,-4
CC(=O)N1CCN(c2ccccc2NC(=O)c2cc(Br)ccc2Cl)CC1,99,39,-4,100,7,-22,-5,0,100,-0.2,-4

# Three of the entries above in order of the Bcl-2 Bim block value, highest first.
smiles,RGS7-Gao,GSH bead fluor,Bim-Bfl-1,RGS4-Gao reg,Bcl-XL Bim block,Bim-Bcl-B,Bcl-W Bim block,RGS8-Gao,ABCB1 block,Bcl-2 Bim block
O=C1N(Cc2ccc3c(c2)OCO3)c2ccccc2C1(O)c1c[nH]c2ccccc12 (configuration not stated),99,29,-3,100,0,-1,0,98,-5.1,0
CC12CCC(C(=O)N3CCN(c4ccccc4)CC3)(CC1=O)C2(C)C (configuration not stated),99,37,0,98,-2,2,-1,96,2.3,-5
O=C(Nc1ccc(Cl)cc1)N(CCCN1CCOCC1)Cc1cccs1,101,22,-8,101,-1,-4,1,104,0.3,-7

# Compound activity as filed in PubChem.
